Compound activity: PubChem, National Center for Advancing Translational Sciences (NCATS)
CCT chaperon mod: High-Throughput Screening for Modulators of Cytosolic Chaperonin Activity | purified chaperonin ATPase assay, HTRF ADP detection, 30 min | activity change, % (no concentration beside the values), hits read low | hit rate 0.3% among 360,000; in the data active = activity change below about -30%; note: % is set by controls: 0 for no effect and ±100 for the full control effect
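ATPase activity: ADP formed was measured by HTRF Transcreener (665/615 nm ratio) after 30 min at 37 deg C with 10 uM ATP. Compounds screened at one 76 uM concentration against 40 or 20 nM TRiC in Tris pH 7.4/KCl/MgCl2/DTT buffer.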
TGFb SMAD3 inh: qHTS for Inhibitors of TGF-b. Potency, µM (series often up to 46.1 µM), for the others: top-dose activity, negative = inhibition, actives largely listed as inhibitors. AID 588855, 2011. HepG2 CAGA-GFP TGF-b/SMAD3 reporter, GFP fluorescence, 18 h; TGF-beta stimulated, 500 pg/mL final. hit rate 1.2% among 410,000; note: potency is the fitted concentration of half-maximal effect; % is set by controls: 0 for no effect and ±100 for the full control effect; nearly all actives have a fitted effect of over 65% in size
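Per well, imaged GFP fluorescence of HEPG2 CAGA-GFP cells gives the signal; cells get compound, then TGF-beta (500 pg/mL final), 18 h at 37 degrees C; %Activity versus -TGF-beta and +DMSO controls.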
Akt phos inh: HTS Assay for Inhibitors of Akt Phophorylation: Primary Screen | Neuro2A IGF-stimulated pAkt S473 HTRF, 20 min; stronger effect = lower value | activity change, % for hits at 50 µM | hit rate 0.32% among 360,000; in the data active = activity change below about -80%; inconclusive = mostly about -51% to -80%; note: % is set by controls: 0 for no effect and ±100 for the full control effect
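Single-point screen (50 µM final compound) in Neuro2A cells stimulated 20 min with 6 nM IGF at 37 deg C. After lysis, Ser473-phosphorylated Akt read by HTRF (ex 330 nm, em 615/665 nm) as the 665/615 ratio.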
Nrf2 activator: qHTS of Nrf2 Activators | AREc32 ARE-luciferase reporter (MCF7-derived line), luminescence, 24 h | hit rate 0.31% among 410,000 | Potency, µM (top dose mostly 46.1 µM), for inactives: at the highest dose activation, most hits filed as activators; note: potency is the fitted concentration of half-maximal effect; % of control where 0% means no effect; nearly all actives have a fitted effect of over 65% in size
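AREc32_Fluc, 1000 cells/well, OPTI-MEM + 5% FBS, o/n 37 deg C 5% CO2; 23 nL cpd by pin tool, 24 hr; Steady-Glo 30 min RT, luminescence.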
MmCpn inh: Inhibitors of TCP-1 ring complex (TRiC) of Methanococcus maripaludis (MmCpn): qHTS; Chaperonin Mm-Cpn (Methanococcus maripaludis); purified Mm-Cpn ATPase, ADP Transcreener TR-FRET; Potency, µM (doses to about 76.9 µM), for the others: at the highest dose activity, negative = inhibition, hits mostly inhibitors; hit rate 0.031% among 330,000; AID 504842, 2011; note: potency is the fitted concentration of half-maximal effect; % is set by controls: 0 for no effect and ±100 for the full control effect; nearly all actives have a fitted effect of over 80% in size
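Compound-treated chaperonin, 25 nM final, turns over 10 uM ATP at 37°C for 30 min following a 10 min preincubation; ADP generated competes with ADP-d2 for Eu-cryptate antibody, lowering FRET.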
HepG2 tox: qHTS for Inhibitors of TGF-b: Cytotox Counterscreen; HepG2 CAGA-GFP viability, ATP luminescence, 18 h; Potency, µM (doses to about 46.1 µM), without a hit: at the highest dose activity change, negative = cytotoxicity, most hits filed as cytotoxic; hit rate 0.76% among 410,000; note: potency is the fitted concentration of half-maximal effect; some results filed as inactive show a strong effect at the top dose
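CellTiter-Glo luminescence gave cytotoxicity after 18 hours at 37 degrees C. The cells were HepG2 CAGA-GFP in 1% FBS DMEM, stimulated with 500 pg/mL TGF-beta after compound addition. %Activity was normalised to no-cell wells (complete cell-killing) and DMSO (no toxicity), and curves were fitted and classified.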
Abeta yeast res: qHTS for compounds that reverse cellular toxicity of Amyloid beta (A-beta) peptide in yeast: Primary Screen | Potency, µM (doses to about 46.1 µM), for the others: at the top dose growth rescue, actives largely listed as activators | hit rate 0.063% among 410,000 | yeast expressing A-beta42, growth rescue, OD600, 48 h; response scale: 0% DMSO, 100% iron-clioquinol control | AID 1347071, 2019; note: potency is the fitted concentration of half-maximal effect; nearly all actives have a fitted effect of over 55% in size
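Yeast growth medium received pinned compounds, then yeast cells expressing toxic A-beta were added; plates incubated at 30 C for 48 hr. Growth read as absorbance at 600 nm, normalized to DMSO and equimolar FeCl3 plus clioquinol controls.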
A549 tox: Nrf2 qHTS screen for inhibitors: counterscreen for cytotoxicity; hit rate 0.16% among 390,000; A549 ARE-Fluc cells, CellTiter-Fluor viability, 18-24 h; AID 504648, 2011; Potency, µM (top dose mostly 46 µM), for inactives: at the highest dose activity change, negative = cytotoxicity, most hits filed as inhibitors; note: potency is the fitted concentration of half-maximal effect; % is set by controls: 0 for no effect and ±100 for the full control effect
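Cytotoxicity counterscreen: CellTiter-Fluor fluorescence was measured in A549 ARE_Fluc cells after 18-24 h of compound exposure in a concentration series. The subsequent BugLite luminescent read reports ARE-luciferase activity.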
Nrf2 inh: Nrf2 qHTS screen for inhibitors; AID 504444, 2011; hit rate 2.1% among 360,000; Potency, µM (titrated, usually from 46 µM), for the others: at the highest dose activity change, negative = inhibition, usual class: inhibitors; A549 ARE-Fluc reporter, luciferase luminescence, 18-24 h; note: potency is the fitted concentration of half-maximal effect; % is set by controls: 0 for no effect and ±100 for the full control effect; nearly all actives have a fitted effect of over 60% in size
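Reporter: ARE-Fluc in A549. Exposure: 18-24 h, 37 °C, 5% CO2, 5% FBS OPTI-MEM. Readouts: fluorescent cytotoxicity (CellTiter-Fluor), then luminescent Nrf2 signal after BugLite.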
The depositor's hits bear a star; i = inactive; ? = inconclusive; / = not tested or not shown. Unless noted, calls come from the whole dose curve; as a rule, active = well fitted curve in the direction sought with a large enough effect; inconclusive = small, poorly fitted or top-dose-only effect, or another doubt; inactive = no such curve, though single readings can be large; an effect the other way counts as inactive or inconclusive. An unsorted share of the library; about 4.3% have a hit in one of these screens.

SMILES | CCT chaperon mod | TGFb SMAD3 inh | Akt phos inh | Nrf2 activator | MmCpn inh | HepG2 tox | Abeta yeast res | A549 tox | Nrf2 inh
c1cc2c3c(cccc3c1)NC1(CCCC1)N2 | 2.7 | 0% | i | -0.6% | / | -4% | -12% | 3% | 1%
COc1ccc(C)cc1NC(=O)C1CCN(S(=O)(=O)c2cc(Br)cc3c2N(C(C)=O)CC3)CC1 | / | -17% | / | -0.6% | / | -31% | 3% | 0% | -11%
CCCCCOc1ccc(NC(=O)C(=O)NCCCn2ccnc2)cc1 | -0.5 | -9% | i | -0.1% | 0% | -20% | -9% | -1% | 9.2µM*
O=c1[nH]c(CSc2ncnc3sccc23)nc2ccccc12 | -0.6 | 1% | i | 11% | 2% | -7% | 9% | 0% | -17%
COc1ccc(-c2cc(C(=O)NC3CCCC3)no2)cc1OC | -1.1 | ? | i | 0.9% | -2% | -2% | -6% | 8% | /
O=C(O)c1c(-c2ccccc2)c2oc3ccccc3c2[nH]c1=O | -2.1 | ? | / | 0.3% | -8% | -9% | 8% | -8% | 7%
O=C(N/N=C/c1cc(Br)ccc1O)C(c1ccncc1)N1CCOCC1 (stereo unspecified) | -1.8 | ? | i | 3.2% | -4% | 22% | -4% | 2% | ?
CC(NC(=O)Cn1cc2c(n1)CCCCC2)c1ccccc1 (stereo unspecified) | -0.5 | 2% | i | 0.4% | 0% | 2% | ? | 1% | 3%
CCOc1ccccc1C(=O)NCCCCCC(=O)O | -0.6 | -6% | i | 0.1% | -1% | -2% | 6% | -9% | 3%
Cc1ccc(/C=C/C(=O)Nc2cc(C)on2)cc1 | 1.1 | -3% | i | -0.4% | 1% | -21% | -3% | -7% | 10%
CCOc1ccc(CC(=O)Nc2ccc3nc(N4CCCCC4)cc(C)c3c2)cc1OCC | / | -9% | / | 7.8% | / | -6% | -7% | -19% | /
O=C(Nc1cccc(Cl)c1)Nc1ccccc1-n1ccnc1 | 1.6 | -8% | i | -0.7% | 1% | 11% | -1% | -8% | ?
C(#Cc1ccccc1)C[N+]1(CC#Cc2cccc3ccccc23)CCCC1 | -1.0 | ? | i | 3.3% | -2% | -10% | -9% | -19% | ?
O=C(NNC(=S)Nc1ccc(OC(F)F)cc1)c1cc2c(s1)CCCC2 | 1.3 | -26% | i | 2.3% | 4% | -12% | -4% | 3% | 8%
CCCC1=C(C(=O)OCC)C(c2ccncc2)n2ncnc2N1 (stereo unspecified) | 0.1 | -7% | i | 0.0% | -1% | 14% | 10% | -3% | 5%
O=C(CSc1nc2[nH]ncc2c(=O)n1-c1ccccc1)N1CCCc2ccccc21 | -1.7 | 2% | ? | 2.6% | 2% | -24% | 3% | 3% | /
C#CCSc1nc2ccccc2c(=O)n1CC=C | / | 5% | / | / | / | 0% | / | 6% | -9%
CCC1(c2ccccc2)NC(=O)N(CC(=O)Nc2cc(S(=O)(=O)N3CCCCC3)ccc2N(C)C)C1=O (stereo unspecified) | -0.1 | -6% | i | -0.3% | 2% | 1% | 7% | -9% | ?
O=C(Cn1cnc2cc([N+](=O)[O-])ccc2c1=O)NC1CCS(=O)(=O)C1 (stereo unspecified) | 0.7 | -1% | i | -1.3% | 1% | -19% | 18% | 2% | -20%
CC(=O)NC(CCS(C)(=O)=O)C(=O)Nc1cccc(C)c1C (stereo unspecified) | -1.3 | 6% | i | 0.4% | -1% | -2% | 6% | -2% | 15%
Cn1ccc(C(=O)OCC(=O)Nc2cccc(Cl)c2)n1 | -1.4 | -33% | i | 0.3% | 0% | -9% | -5% | 0% | -6%
Cc1c(CN2CCCCC2)c(O)n(CCO)c(=O)c1C#N | 0.0 | 12% | i | -0.1% | -3% | 17% | -2% | -4% | 0%
CN1C2=NCCN2C(=O)c2cc(Cl)ccc21 | 0.9 | ? | i | 0.2% | 5% | -51% | 3% | 1% | 9%
CCC(=O)NN1CCN(c2ccncc2S(=O)(=O)N2CCCCC2)CC1 | 0.0 | -2% | i | -0.1% | 2% | -1% | 5% | -3% | ?
CCC(=O)Nc1nc2cc(OC)ccc2s1 | -0.3 | -4% | i | 0.0% | 1% | -25% | 10% | 0% | ?
Remaining list, next part
SMILES | CCT chaperon mod | TGFb SMAD3 inh | Akt phos inh | Nrf2 activator | MmCpn inh | HepG2 tox | Abeta yeast res | A549 tox | Nrf2 inh
O=[N+]([O-])c1ccc(COc2ccc(Br)cc2CN2CCOCC2)cc1 | 1.0 | -11% | i | 0.7% | -1% | -5% | 20% | 0% | -25%
O=C(Nc1ccc(N2CCOCC2)nc1)c1ccc(F)cc1 | -3.3 | 0% | i | -0.5% | 0% | -2% | 12% | -2% | -2%
CC(C)C(c1nnnn1CCc1ccccc1)N1CCC(C(N)=O)CC1 (stereo unspecified) | 0.5 | -5% | i | -0.8% | -6% | -37% | 9% | -3% | 2%
Cc1cccc(/C=N\N=C\c2cccc(C)c2)c1 | -2.4 | -12% | i | 1.9% | 1% | 8% | 15% | 0% | 24%
Cc1nc(C(=O)NCCCO)cc2c1[nH]c1ccccc12 | 1.7 | 2% | i | 3.6% | 0% | -4% | 5% | 11% | 3%
O=C(COc1ccc(Br)cc1)NCc1cn2ccccc2n1 | -0.9 | 8% | i | 0.1% | 0% | 9% | -1% | 3% | 4%
Cc1ccc(OCC(=O)NCCCNC(=O)COc2ccc(C)cc2)cc1 | -1.5 | 8% | i | -0.1% | -10% | 12% | 10% | 2% | 5%
O=C(CO/N=C/c1ccc2c(c1)OCO2)Nc1cccc(Br)c1 | -2.8 | -2% | i | 0.0% | -21% | 2% | 10% | 1% | 11%
CC(C)(Oc1ccc(Cl)cc1)C(=O)Nc1ncccn1 | 1.5 | 9% | i | -0.7% | -2% | -18% | 8% | -2% | -4%
Cn1c(C(=O)N2CCCC(C(=O)NCCCc3ccccc3)C2)cc2sccc21 (stereo unspecified) | 0.2 | ? | i | -0.3% | 0% | -22% | 0% | 9% | -13%
COC(=O)c1ccccc1NC(=O)N1CCN(c2ccccc2)CC1 | -1.5 | -1% | i | -0.3% | -2% | -12% | -35% | 12% | -14%
CC(=O)c1cccc(N=C2C(=O)Nc3ccccc32)c1 | 0.6 | -2% | i | 5.7% | -1% | -28% | -9% | -9% | 1%
CC(CCN1C(N(C)C)=NC[C@@H]1C)c1ccccc1 (stereo partly specified) | 0.2 | 15% | i | -2.1% | 2% | -6% | -13% | 8% | 7%
O=C(Nc1nc2cc3c(cc2s1)OCO3)C1=COCCO1 | 1.0 | -3% | i | -5.1% | -1% | 8.9µM* | -28% | -7% | ?
CC1CCCN(S(=O)(=O)c2cc(C(=O)NCc3ccccc3Cl)n(C)c2)C1 (stereo unspecified) | / | ? | / | 3.9% | / | -22% | 2% | 0% | /
N#C/C(=C\C1=C(N2CCOCC2)C(=C\c2ccccc2)/CC1)C(=O)Nc1ccccc1F | 0.8 | 20% | i | 0.5% | -2% | 7% | -6% | ? | -15%
O=C(Nc1ccc2c(c1)OCO2)c1ccc(N2CCCC2)c([N+](=O)[O-])c1 | 0.2 | 8% | i | 3.9% | 0% | 0% | -17% | -1% | -4%
O=C(OCCn1c(=S)sc2ccccc21)c1ccccc1 | -1.4 | 0% | i | 13% | / | 3% | -4% | -1% | ?
O=C(Cn1c(=O)oc2ccccc21)Nc1ccc(Cl)cc1Cl | -0.7 | -9% | i | -0.6% | -1% | -7% | 15% | 6% | -8%
COc1ccccc1C(=O)NC(=O)CSc1nc(C)cs1 | 1.9 | 1% | i | 2.7% | 0% | -8% | 9% | 0% | -1%
CC1CCC2(CC1)NC(=O)N(CC(=O)NCCc1ccccc1)C2=O (stereo unspecified) | -1.7 | 17% | i | -0.2% | -2% | 2% | -1% | 7% | -10%
Cc1ccc([C@H]2C[C@H](n3cc(-c4ccc(F)cc4)nn3)[C@@H](O)CN2C(=O)C2CCCCC2)cc1 | -1.5 | 7% | i | 0.0% | / | 0% | 2% | / | /
Cc1cccc(C)c1NC(=O)CS(=O)CC(=O)NC1CCCc2ccccc21 (stereo unspecified) | -2.1 | -3% | i | 0.0% | 0% | -14% | -4% | ? | 15%
C=CCn1c(C(c2ccccc2)c2ccccc2)n[nH]c1=S | 0.6 | -19% | i | 0.2% | 0% | -1% | 20% | 0% | 11%
CC(=O)c1ccc(NC(=O)CS(=O)(=O)c2cn(CC(=O)N3CCOCC3)c3ccccc23)cc1 | -0.9 | -11% | i | -0.3% | -2% | 0% | 10% | 0% | -11%

Taken from the results shown (four entries):
SMILES | CCT chaperon mod | TGFb SMAD3 inh | Akt phos inh | Nrf2 activator | MmCpn inh | HepG2 tox | Abeta yeast res | A549 tox | Nrf2 inh
CC(=O)c1cccc(N=C2C(=O)Nc3ccccc32)c1 | 0.6 | -2% | i | 5.7% | -1% | -28% | -9% | -9% | 1%
CC(CCN1C(N(C)C)=NC[C@@H]1C)c1ccccc1 (stereo partly specified) | 0.2 | 15% | i | -2.1% | 2% | -6% | -13% | 8% | 7%
O=C(Nc1nc2cc3c(cc2s1)OCO3)C1=COCCO1 | 1.0 | -3% | i | -5.1% | -1% | 8.9µM* | -28% | -7% | ?
CC1CCCN(S(=O)(=O)c2cc(C(=O)NCc3ccccc3Cl)n(C)c2)C1 (stereo unspecified) | / | ? | / | 3.9% | / | -22% | 2% | 0% | /
